Hsp70 displacement: Hsp70 inhibitors, probe displacement, primary screen, biochemical, fluorescence polarization (AID 583); Hsp70 fluorescence polarization probe displacement, mP; higher % means a stronger effect; one-dose displacement, % at 20 µM; IC50 in µM for titrated hits; 0.06% of 140,000 active; in the data active = displacement above about 50%;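 also: plate controls were vehicle for no effect and reference ligand for full effect; a part of the inactive calls stands beside numbers as strong as those of hits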
Rat MKP-3 inhibitors: inhibition of rat DUSP6 enzyme activity – biochemical, in vitro, primary screen (AID 425); one-dose inhibition, % at 20 µM; IC50 in µM for titrated hits; recombinant MKP-3 phosphatase activity, fluorescence; higher % means a stronger effect; 0.17% of 110,000 active; in the data active = inhibition above about 50%;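 also: plate controls were vehicle for no effect and reference inhibitor for full effect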
An asterisk follows results filed as active; . = not tested or not shown. This is a subset, so the mix of outcomes need not match the whole.

compound	Hsp70 displacement	Rat MKP-3 inhibitors
COc1ccc(C2/C(=C(/O)c3ccccc3)C(=O)C(=O)N2CO)cc1 (configuration not stated)	-0.1%	4%
COc1ccc2c(c1)C(C)=CC(C)(C)N2C(=O)Nc1ccccc1	0.2%	.
O=C(Nc1cccc(F)c1)NC1(C(=O)N2CCN3CCCC3C2)CCCCC1 (configuration not stated)	-3.2%	.
O=C(Oc1ccc(-c2nnco2)cc1)N1CCCCC1	2.0%	.
CCOC(=O)Cc1csc(NC(=O)C2C3C=CC(C3)C2C(=O)O)n1 (configuration not stated)	6.5%	-8%
Cn1cnc([N+](=O)[O-])c1Sc1nccc(Nc2ccccc2)c1C#N	-1.5%	0%
O=C(NC1CCCCC1)c1cccc(Cn2cc(Cl)cn2)c1	2.3%	.
O=C(NCc1ccco1)c1cnn2c(-c3ccccc3)cc(-c3ccccc3)nc12	-0.9%	4%
CCOc1ccc(-c2nc(CSCC(=O)NCc3ccco3)c(C)o2)cc1	-1.9%	-1%
O=C(Nc1ccc2c(c1)OCO2)c1ccncc1	1.2%	-10%
Cc1ccc2oc(Nc3nc(C)cc(=O)[nH]3)nc2c1	3.5%	2%
CCOc1ccc(C2Nc3ccccc3-c3nnc(SC)nc3O2)cc1 (configuration not stated)	2.4%	0%
CCOc1ccc2nc(NC(=O)CSc3ccc(Cl)cc3)sc2c1	0.4%	.
CCN(CC)c1ccc(NC(=O)CN2CCN(CC(=O)Nc3ccccc3F)CC2)cc1	-2.8%	-2%
CC(C)(C)NS(=O)(=O)c1ccc(-c2csnn2)s1	0.8%	.
Cn1c(=O)c2ncn(CC(=O)Nc3ccc4oc(-c5cccc6ccccc56)nc4c3)c2n(C)c1=O	1.1%	-8%
CC1(C)CC(=O)C2=C(C1)OC1=C(C(=O)CC(C)(C)C1)C2c1ccc(O)cc1O	9.0%	8%
O=C(NCCNc1ccc([N+](=O)[O-])cc1)c1cccc2c(Br)cccc12	-4.5%	-1%
CCCC(=O)Nc1cccc(NC(=O)COc2cc(C)ccc2C(C)C)c1	-1.0%	0%
COc1ccccc1C(=O)O/N=C(/c1ccncc1)c1ccc([N+](=O)[O-])cc1	0.5%	1%
NC(=O)c1ccccc1NC(=O)c1ccc(I)cc1	-1.4%	3%
CCCNC(=O)c1ccc2snnc2c1	4.5%	.
Cc1ccc(S(=O)(=O)Nc2ccc(NC(=O)c3sc4cc(C)ccc4c3Cl)cc2)cc1	6.4%	0%
COC(=O)c1ccc(C(=O)OC)c(NC(=O)/C=C/c2ccc(F)cc2)c1	-3.8%	4%
COc1cc(C(=O)Nc2ccc3c(c2)OCCO3)ccc1OC(C)C	-2.5%	4%

A different layout for some results above.
| Hsp70 displacement | Rat MKP-3 inhibitors | compound |
| --- | --- | --- |
| 2.3% | . | O=C(NC1CCCCC1)c1cccc(Cn2cc(Cl)cn2)c1 |
| -0.9% | 4% | O=C(NCc1ccco1)c1cnn2c(-c3ccccc3)cc(-c3ccccc3)nc12 |
| -1.9% | -1% | CCOc1ccc(-c2nc(CSCC(=O)NCc3ccco3)c(C)o2)cc1 |
| 1.2% | -10% | O=C(Nc1ccc2c(c1)OCO2)c1ccncc1 |

(next part)
compound	Hsp70 displacement	Rat MKP-3 inhibitors
NCCCCCc1nnc(SCC(=O)c2ccc(Cl)cc2)o1	-0.3%	-7%
O=C(NS(=O)(=O)c1ccccc1)c1ccccc1O	0.6%	-6%
Cc1cccc2c(=O)oc(-c3ccc(F)cc3)nc12	0.0%	4%
CSc1ncccc1C(=O)OCC(=O)N(CC(C)C)C1CCS(=O)(=O)C1 (configuration not stated)	6.7%	-3%
CCOC(=O)N1CCC(NC(=O)c2cc(S(=O)(=O)N(CC)CC)ccc2F)CC1	6.8%	.
O=C(Cc1ccccc1)NC(c1ccc(Cl)cc1)c1c(O)ccc2ccccc12 (configuration not stated)	0.0%	4%
c1ccc(-c2noc(-c3ccc4c(c3)OCO4)n2)nc1	6.0%	-12%
CC(C)C(NC(=O)C1CCCCC1)C(=O)Nc1ccncc1 (configuration not stated)	4.5%	2%
CC(NC(=O)CSc1nc2ccccc2c(=O)n1CCCO)c1ccccc1 (configuration not stated)	-0.1%	-2%
NNc1nnc(-c2ccccc2)c(-c2ccccc2)n1	2.4%	.
CCOC(=O)C1=C(C)N=c2s/c(=C\c3cc([N+](=O)[O-])cc(Br)c3O)c(=O)n2C1c1cccs1 (configuration not stated)	3.2%	4%
COc1cc(-c2nc(-c3ccc(-c4ccccc4)nc3OC)no2)cc(OC)c1OC	-1.8%	-18%
CC(/C=N\N1CCN(c2ccccc2)CC1)=C\c1ccccc1	-0.4%	1%
COc1ccc(NC(=O)CSc2ccc(C)cc2)cc1	2.8%	.
Cc1ccc(C(NC(=O)c2ccccc2)c2c(O)ccc3ccccc23)cc1 (configuration not stated)	-2.1%	-1%
CCOC(=O)c1ccc(-c2ccc(C(=O)Nc3ccc(-c4nc5ccccc5s4)c(O)c3)o2)cc1	-3.2%	4%
COc1ccccc1OCCCCOc1ccc(Cl)c(C)c1	3.2%	-1%
COc1ccc(OCc2nc(-c3ccccn3)no2)cc1	-2.3%	5%
O=C(Nc1ccc(S(=O)(=O)N2CCOCC2)cc1)c1ccc(Br)o1	-1.5%	-12%
Cc1cc(NC(=O)CCCC(=O)N(CC(=O)NCCc2ccccc2)Cc2ccc(F)cc2)no1	-6.2%	-8%
COc1ccc(OC)c(NC(=O)c2ccc(CN3CCc4ccccc4C3)cc2)c1	-3.8%	2%
Fc1ccc(Cc2cnc(Nc3ccc(F)cc3)s2)cc1	1.6%	2%
C=CCN1C(=O)/C(=C\c2cccc(OS(=O)(=O)c3ccc(C)cc3)c2)SC1=S	2.3%	0%
COc1cccc(C(=O)N2CCN(S(=O)(=O)Cc3ccccc3)CC2)c1OC	4.9%	4%
CCCNC(=O)NS(=O)(=O)c1ccc(Cl)cc1	-4.3%	-5%

Continued, starting with the last three of the part before.
smiles | Hsp70 displacement | Rat MKP-3 inhibitors
C=CCN1C(=O)/C(=C\c2cccc(OS(=O)(=O)c3ccc(C)cc3)c2)SC1=S | 2.3% | 0%
COc1cccc(C(=O)N2CCN(S(=O)(=O)Cc3ccccc3)CC2)c1OC | 4.9% | 4%
CCCNC(=O)NS(=O)(=O)c1ccc(Cl)cc1 | -4.3% | -5%
COc1ccc(/C=C2\SC(=O)N(CCC(=O)N3CCCCC3)C2=O)cc1OC | -4.6% | 3%
CCCn1c(SCC(=O)Nc2ccc3c(c2)OCO3)nc2c1c(=O)n(C)c(=O)n2C | -4.7% | -2%
CCn1cc(C(=O)NCc2ccc3c(c2)OCO3)c(=O)c2cc(F)c(N3CCN(C(=O)c4ccco4)CC3)cc21 | 1.2% | .
C=CCSC1=C(C#N)C(c2cccc(OC)c2)CC(=O)N1 (configuration not stated) | -2.2% | .
COC(=O)c1ccc(COc2ccc3c(oc(=O)c4ccccc43)c2C)cc1 | 3.2% | 4%
CCOC(=O)Cc1c(C)nc2cc(C)nn2c1C | 2.7% | .
Cc1cc(S(=O)(=O)NCc2cccnc2)ccc1-n1cnnn1 | 6.4% | -9%
CCOc1c(Br)cc(/C=C2/C(=O)NN(c3ccc(CC)cc3)C2=O)cc1OC | 0.3% | 4%
O=S(=O)(c1ccc(Br)cc1Br)n1cnc2ccccc21 | 1.3% | -3%
CC1=CC(C)(C)Nc2ccc(OC(=O)c3ccccc3)cc21 | 2.0% | 2%
O=C(O)c1ccc(CP(=O)(c2ccccc2)c2ccccc2)cc1 | -3.0% | -4%
O=C(c1ccncc1)N1C2C=CC(C2)C1(C(F)(F)F)C(F)(F)F (configuration not stated) | -2.3% | -9%
CCOC(=O)NC(=O)COC(=O)Cc1cc(OC)c(OC)c(OC)c1 | -2.5% | -4%
CCOc1ccc(N(CC(=O)NCCOC)S(=O)(=O)c2ccc(SC)cc2)cc1 | 3.8% | 0%
COc1ccc(S(=O)(=O)NCc2ccc3c(c2)OCO3)cc1C | -0.8% | .
Cc1c(-c2ccco2)[n+](=O)c2c(n1[O-])CCCCC2 | 0.6% | 0%
COc1cc(NC(=O)COc2cccc3ccccc23)cc(OC)c1 | 1.2% | -3%
O=C(C1CC1)N1CCc2cc(Br)cc(S(=O)(=O)NC3CCCCC3)c21 | 1.7% | 4%
COc1ccccc1OCCNC(=O)Nc1cc(F)c(F)cc1Cl | -2.2% | 4%
O=S1(=O)CCN2C(c3ccco3)=CSC2=N1 | -0.4% | -1%
Cc1oc(-c2cccc(Cl)c2)nc1CN1CCCC(C(=O)NC(C)c2ccc3c(c2)OCCO3)C1 (configuration not stated) | -6.0% | 5%
O=C(C1CCN(c2nnc(-n3cccc3)s2)CC1)N1CCN(Cc2ccc3c(c2)OCO3)CC1 | -1.1% | -10%
Cc1occc1C(=O)n1cnc2ccccc21 | 1.0% | 7%
COc1ccc(C(=O)OCC(=O)c2ccc([N+](=O)[O-])cc2)cc1OC | 1.0% | 2%
O=C(CN1CCN(C(=O)c2ccco2)CC1)Nc1c2c(nc3c1CCC3)CCCC2 | -1.2% | 0%
CC(=O)c1ccc(NC(=O)CN(c2cccc([N+](=O)[O-])c2)S(=O)(=O)c2ccccc2)cc1 | -4.2% | -2%
C=CCN1CC(c2nc3ccccc3n2Cc2cccc3ccccc23)CC1=O (configuration not stated) | 7.2% | .
O=C(CCNS(=O)(=O)c1ccc(Br)s1)N1CCN(c2ccccc2)CC1 | -3.5% | 0%
COC(=O)COc1ccc(/C=N/n2cnnc2)cc1OC | -5.6% | 1%
CCOCCCNCc1ccc(OC)c(OC)c1 | 0.4% | 2%

smiles | Hsp70 displacement | Rat MKP-3 inhibitors
Cc1ccccc1-c1nn[nH]n1 | -1.1% | .
Cc1cc(NC(=O)c2cc(C(C)C)on2)no1 | 6.0% | 5%
COc1ccc(/C=C2\SC(=O)N(c3cccc(C)c3)C2=O)cc1 | 2.8% | 2%
CCOc1ccc(C(Nc2ccc(C)cc2)P2(=O)OCCC(C)O2)cc1 (configuration not stated) | 7.2% | .
Cc1ccc2c(c1)C1CN(C)CCC1N2C(=O)Nc1ccc(Cl)cc1 (configuration not stated) | -4.6% | 2%
COc1ccc(S(=O)(=O)Cc2ccc(C(=O)NC3CC3)o2)cc1 | -0.7% | -4%
Cc1ccc(NC(=O)C2(c3ccccc3)CCCC2)nc1 | -0.3% | .
CCOC(=O)N1CCC(NC(=O)CN2C(=O)CSc3ncccc32)CC1 | . | -11%
CC(NC(=O)c1cccnc1)c1ccc2c(c1)OCO2 (configuration not stated) | -1.5% | -20%
O=C1C(=C2c3ccccc3C(=O)C2C2c3ccccc3Oc3ccccc32)C(=O)c2ccccc21 (configuration not stated) | 4.7% | -8%
Cc1sc(-n2cccc2)c(C(=O)O)c1C | 2.6% | -6%
O=C(CCn1nnc2ccccc21)Nc1nnc(-c2ccccc2F)s1 | 10% | 2%
O=C(COc1ccc(Cl)cc1)NNC(=O)C1CCCCC1 | -0.2% | 0%
CC(CC(C)C(=O)N1CCOCCN(C(=O)C(C)CC(C)C(=O)O)CCOCC1)C(=O)O (configuration not stated) | 2.9% | -6%
CC(C)(C)c1cc(C(=O)NCc2ccco2)ccn1 | 1.2% | -10%
CCCOc1ccc(Br)cc1/C=N/O | 4.8% | .
CS(=O)(=O)N(CCC(=O)O)Cc1ccccc1 | -3.5% | -6%
Cc1cc(C)nc(/N=C(/N)Nc2cccc(N)c2)n1 | 3.2% | 3%
Cc1cc(C)c2c(-n3cccc3)c(C(=O)O)sc2n1 | -1.9% | 8%
CCOc1ccc(C(=O)Nc2cc(C)ccn2)cc1Br | -3.9% | 4%
NC(=O)c1ccccc1N/C=C/C(=O)c1ccc(Cl)cc1Cl | -1.7% | .
COc1ccc(CCCC(=O)O)c(C)c1 | 4.2% | -12%
CCCCCC(=O)NNC(=O)Cc1ccc(OC)cc1 | -0.5% | 1%
Cc1oc2nc(SCC(=O)N3CCCCC3)nc(N)c2c1C | -0.6% | 4%
O=c1c2c3c(sc2ncn1/N=C/c1cc([N+](=O)[O-])ccc1O)CCCC3 | 4.0% | 2%
Cc1ccc(S(=O)(=O)N2CCN(Cc3cccc4ccccc34)CC2)cc1 | 4.9% | 0%
COc1ccc(C(NC(=O)c2ccccc2)c2ccc3cccnc3c2O)cc1 (configuration not stated) | -1.1% | 2%
Cc1ccc(S(=O)(=O)Nc2ccnc3ccccc23)cc1 | 0.1% | .
CCCCCC1CC(CC(=O)Nc2nncs2)C(=O)O1 (configuration not stated) | 4.5% | .
CC(OCc1ccccc1)C(NC(=O)OC(C)(C)C)C(=O)Nc1nccs1 (configuration not stated) | 0.4% | 3%

Fetched by compound from above (three):
smiles | Hsp70 displacement | Rat MKP-3 inhibitors
O=c1c2c3c(sc2ncn1/N=C/c1cc([N+](=O)[O-])ccc1O)CCCC3 | 4.0% | 2%
COc1ccc(/C=C2\SC(=O)N(c3cccc(C)c3)C2=O)cc1 | 2.8% | 2%
COc1ccc(CCCC(=O)O)c(C)c1 | 4.2% | -12%

Next results.
smiles | Hsp70 displacement | Rat MKP-3 inhibitors
O=C1CSC(c2ccc(Cl)cc2)N1c1ccc(Cl)c(Cl)c1 (configuration not stated) | -2.7% | 5%
COCCN1C(=O)/C(=C\c2ccc3c(c2)OCO3)C(C(=O)OC)=C1C | 2.2% | 4%
C(/CCc1ccccc1)=N\n1cnnc1 | 0.5% | -7%
O=C(CSc1nc2ccc([N+](=O)[O-])cc2s1)c1ccc(F)cc1 | -1.3% | 6%
O=c1oc2c(CN3CCOCC3)c(O)ccc2c2ccccc12 | 1.1% | .
O=C(O)CCCCCNc1nc2ncn(Cc3ccccc3)c2c(=O)[nH]1 | 3.7% | -4%
CCCCOc1ccc(-c2nnn(CC(=O)Nc3ncc(CC(=O)OCC)s3)n2)cc1 | -1.1% | 0%
